GDH-TPI counter = inhibits GDH-TPI coupling enzymes, artifact for Mtb FBA screen. GDH-TPI coupled enzyme counterscreen, NADH absorbance. inhibition, % at 4.8 µM. 360,000 compounds, 1.2% hits; in the data active = inhibition above about 30%;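 note: 0% = DMSO wells and 100% = wells lacking the enzyme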
DUSP3 inh = blocks human VHR1 dual specificity phosphatase; 290,000 compounds, 0.52% hits; P51452; AID 1654; recombinant VHR phosphatase, pNPP absorbance; inhibition, % at 13.3 µM; in the data active = inhibition above about 50%; note: some compounds called inactive have numbers as strong as hits
Target sequence (P51452 whole entry, looked up): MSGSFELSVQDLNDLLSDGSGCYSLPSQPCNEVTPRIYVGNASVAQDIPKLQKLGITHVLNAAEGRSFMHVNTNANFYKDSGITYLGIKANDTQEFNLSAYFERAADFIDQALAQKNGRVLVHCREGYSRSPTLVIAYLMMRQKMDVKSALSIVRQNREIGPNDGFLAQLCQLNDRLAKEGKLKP
Rv3671c protease = Rv3671c (M. tuberculosis) protease inhibition; inhibition, % at 5.96 µM; 320,000 compounds, 0.048% hits; AID 2606; in the data active = inhibition above about 38%;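 note: extracellular domain of Rv3671c used as enzyme; 0% = enzyme with DMSO and 100% = no enzyme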
Mtb UGM inh = inhibitors of M. tuberculosis UDP-galactopyranose mutase; P9WIQ1; purified UGM, fluorescence polarization probe displacement; inhibition, % at 10 µM; 320,000 compounds, 0.06% hits; in the data active = inhibition above about 10%, passing the limit was not always enough
Target sequence (P9WIQ1 whole entry, looked up): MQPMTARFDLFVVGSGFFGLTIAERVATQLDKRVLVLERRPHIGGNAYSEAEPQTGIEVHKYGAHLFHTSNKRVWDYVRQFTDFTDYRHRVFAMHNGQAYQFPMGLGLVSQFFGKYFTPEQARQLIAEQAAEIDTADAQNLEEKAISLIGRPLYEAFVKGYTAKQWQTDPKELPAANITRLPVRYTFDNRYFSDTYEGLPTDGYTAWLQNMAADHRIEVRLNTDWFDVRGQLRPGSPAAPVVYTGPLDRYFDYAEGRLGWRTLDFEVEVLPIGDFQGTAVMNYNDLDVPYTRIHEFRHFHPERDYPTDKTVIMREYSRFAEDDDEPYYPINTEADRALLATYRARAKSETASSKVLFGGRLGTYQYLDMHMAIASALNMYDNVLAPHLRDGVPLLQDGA
SSB-PriA inh = blocks PriA binding to SSB C-terminal tail; AlphaScreen SSBct-PriA binding, biotinylated peptide; inhibition, % at 33 µM; 430,000 compounds, 0.6% hits; in the data active = inhibition mostly above about 37%, no sharp cut-off; inactive = mostly below about 20%;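 note: plate controls were negative control peptide for no effect and reference peptide for full effect; strong numbers were not always called active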
MazF activator = increases E. coli MazEF RNase cleavage of RNA. activation, % at 20 µM. AID 504720. P0AE70. FAM/BHQ RNA-DNA oligo cleavage fluorescence, 5 h. 350,000 compounds, 0.32% hits; in the data active = activation above about 50%
Target sequence (P0AE70 whole entry, looked up): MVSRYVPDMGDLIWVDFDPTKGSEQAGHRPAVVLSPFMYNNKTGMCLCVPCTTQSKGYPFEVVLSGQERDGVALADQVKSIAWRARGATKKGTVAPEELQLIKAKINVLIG
Vc quorum ag = induces V. cholerae light production without autoinducers | V. cholerae BH1578 lux reporter, luminescence, 6 h | 350,000 compounds, 0.16% hits | activation, % at 18.7 µM | AID 588436; in the data active = activation mostly above about 9.7%, no sharp cut-off; note: not every result past the cut was called active; inactives centre near 0; reference of the scale not given here
SARS 3CLpro inh = SARS-CoV 3CLpro protease inhibition; P0C6X7; recombinant SARS-CoV 3CLpro, quenched FRET peptide cleavage; inhibition, % at 6 µM; 290,000 compounds, 0.14% hits; in the data active = inhibition above about 12%
BioA inh = blocks M. tuberculosis BioA enzyme activity; purified M. tuberculosis BioA enzyme, plate reader; inhibition, % at 9.99 µM; 360,000 compounds, 0.096% hits; in the data active = inhibition above about 40%
FBA Mtb inh = Mtb fructose-bisphosphate aldolase inhibition; P9WQA3; purified M. tuberculosis FBA, fluorescence read-out; inhibition, % at 1 µM; 360,000 compounds, 2.3% hits; AID 588726; in the data active = inhibition above about 27%;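 note: 0% = vehicle and 100% = reference inhibitor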
Target sequence (P9WQA3 whole entry, looked up): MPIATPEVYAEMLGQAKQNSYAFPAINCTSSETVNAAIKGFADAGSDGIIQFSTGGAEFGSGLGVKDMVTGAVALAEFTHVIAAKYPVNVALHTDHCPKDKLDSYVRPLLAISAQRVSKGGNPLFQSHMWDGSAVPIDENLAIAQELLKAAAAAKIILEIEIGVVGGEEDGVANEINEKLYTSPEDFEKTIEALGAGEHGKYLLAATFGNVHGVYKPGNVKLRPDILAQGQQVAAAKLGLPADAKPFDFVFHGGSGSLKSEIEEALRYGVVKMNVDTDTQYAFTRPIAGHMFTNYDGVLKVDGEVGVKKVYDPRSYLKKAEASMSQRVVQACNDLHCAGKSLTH
* = called active by the depositor; i = inactive; · = not tested or not shown.

A first look (2 entries):
SMILES	GDH-TPI counter	DUSP3 inh	Rv3671c protease	Mtb UGM inh	SSB-PriA inh	MazF activator	Vc quorum ag	SARS 3CLpro inh	BioA inh	FBA Mtb inh
COc1cc(/C=C2/CC/C(=C/c3ccc(O)c(OC)c3)C2=O)ccc1O	39*	4	-31	-0.6	3	14	-0.3	6	·	-9
O=C(Cc1ccccc1)N/N=C/c1ccc[nH]1	12	14	10	5.0	·	3	0.8	0	1.6	3

This part in full, from the start:
SMILES	GDH-TPI counter	DUSP3 inh	Rv3671c protease	Mtb UGM inh	SSB-PriA inh	MazF activator	Vc quorum ag	SARS 3CLpro inh	BioA inh	FBA Mtb inh
COc1cc(/C=C2/CC/C(=C/c3ccc(O)c(OC)c3)C2=O)ccc1O	39*	4	-31	-0.6	3	14	-0.3	6	·	-9
O=C(Cc1ccccc1)N/N=C/c1ccc[nH]1	12	14	10	5.0	·	3	0.8	0	1.6	3
CCOc1ccccc1NC(=O)C(=O)N/N=C/c1cc(Br)ccc1O	4	10	5	0.5	·	-49	-0.5	5	·	2
CS(=O)(=O)N(CC(N)=O)c1ccc2c(c1)OCO2	-2	-8	-6	3.5	-18	6	-0.1	-4	·	-3
CC1CN(C(=O)COC(=O)/C=C/c2cccc([N+](=O)[O-])c2)CC(C)O1 (configuration not stated)	2	·	5	0.3	-7	-3	1.6	·	-1.6	-2
CCOc1ccc(C(=O)NC2CCCCCCC2)cc1	2	·	-3	0.8	6	-6	-0.4	·	·	0
O=C(O)COc1ccccc1C(Nc1cccnc1)c1cc(Cl)c2cccnc2c1O (configuration not stated)	11	-2	·	·	35	-30	0.2	4	·	6
Cc1cc(C(=O)NC2CCCCC2)c2cc(F)ccc2n1	2	13	0	2.0	-5	5	-0.5	0	·	1
COc1ccc(C(=O)N2CCCC(Nc3ccc(C)c(C)c3)C2)c(OC)n1 (configuration not stated)	4	14	-5	-3.4	4	1	i	2	2.2	2
Cc1ccccc1Cn1cc(NC(=O)c2cc(-c3cccs3)on2)cn1	8	10	4	-0.5	-2	-45	2.2	1	-0.9	12
COc1ccc(OC)c(NC(=O)CCCNC(=O)Cn2cnc3sc(C)c(C)c3c2=O)c1	5	41	1	0.9	-3	5	-0.3	1	0.9	1
CC(Oc1ccc(C(C)(C)C)cc1)C(=O)NCC(c1ccco1)N1CCCC1 (configuration not stated)	11	·	9	1.9	8	5	-5.2	·	·	3
CN(C)C(CNC(=O)C1CCN(S(=O)(=O)c2ccccc2C(F)(F)F)CC1)Cc1ccccc1 (configuration not stated)	-7	·	·	·	-18	-2	-2.1	·	-1.1	-2
O=Cc1ccc(Oc2cccc(C(F)(F)F)c2)nc1	2	24	-1	-0.5	-13	5	-0.7	-4	·	-3
Cc1nc(NC(=O)c2cncc(Br)c2)ccc1Br	-6	-12	2	0.7	0	-16	0.3	-2	-0.6	-1
COc1ccccc1CNC(=O)c1ccc(OC(C)C)cc1	5	4	6	2.3	-6	3	-0.4	1	·	3
CC1=C(C)CC(C(=O)Nc2ccc(C(=O)N3CCOCC3)cc2)C(C(=O)O)C1 (configuration not stated)	-5	14	1	2.7	-10	-10	-0.3	6	-0.9	-7
Cc1ccc(Cl)cc1N1CCN(C(=S)NCCc2ccccc2)CC1	-5	9	-33	-2.5	4	1	i	2	·	-3
Cc1ccc(C(=O)NC(=S)Nc2ccc(-c3ccc(CO)o3)cc2)cc1	10	-8	-26	0.0	2	-4	-0.5	1	·	1
COc1ccc(CNC(=O)CSc2nnc(C)c(=O)[nH]2)cc1	-6	29	8	0.2	-5	7	-2.1	-3	·	-7
c1ccc(-n2nnnc2-n2ccnc2)cc1	-2	-5	-10	-1.2	-9	2	0.5	-2	-2.5	1
CCOc1ccc(NC(=O)C2CCCN(S(=O)(=O)c3c(C)noc3C)C2)cc1 (configuration not stated)	-6	-7	7	-0.8	-7	-3	-0.3	-4	-0.4	2
CCN(CC)C(=O)C1=C(C)N(CCC2=CCCCC2)C(=O)C(CC(=O)NCCCCc2ccccc2)C1 (configuration not stated)	2	·	·	·	·	6	i	·	-4.7	2
CN1CC(COCc2ccccc2)Oc2ccccc2S1(=O)=O (configuration not stated)	6	·	·	·	-12	6	i	·	-0.3	-1
O=S(=O)(c1cccc2ccccc12)N1CCCCC1	5	17	·	·	-17	-6	-1.6	6	17	-3
O=C(COc1cccnc1[N+](=O)[O-])NCCc1ccc(Cl)cc1Cl	-1	19	2	2.6	-19	0	-0.4	-2	2.1	2
CC1([N+](=O)[O-])COP(=O)(Nc2cccc(Cl)c2)OC1 (configuration not stated)	12	·	·	·	-8	8	i	·	·	-1
Cc1cc2cc(CCNC(=O)c3ccc(Br)o3)c(=O)[nH]c2cc1C	9	13	-11	3.6	-8	-12	-0.5	1	-4.7	5
O=C1[C@H]2[C@@H](c3ccc(F)cc3)N3C(=O)N(c4ccccc4)C(=O)[C@@]3(Cc3ccc(Cl)cc3)[C@H]2C(=O)N1C1CCCCC1	6	20	-16	5.3	-24	1	-0.5	3	-0.7	-1
Cc1ccc(COc2cccc3c2CCN(Cc2ccc(F)cc2)C3=O)cc1	-8	16	-11	-1.6	-32	-4	-2.1	5	·	-3
COc1ccc(C(=O)CSc2nnc(CN3CCCCC3)n2-c2ccc(Cl)cc2)cc1OC	9	8	-1	1.4	10	3	-0.2	4	5.9	-3
COc1ccccc1CC(NC(C)=O)C(=O)NC1CCN(S(=O)(=O)c2ccc(NC(C)=O)cc2)CC1 (configuration not stated)	15	2	-6	4.1	-7	7	0.0	-2	-0.9	0
Cc1ccc(-c2cc(C(F)(F)F)n3nc(C(=O)NCCCn4ccnc4)cc3n2)cc1C	6	-7	-2	1.9	-11	-3	-1.0	0	1.1	7
O=C(CSc1ncn(-c2ccccc2)n1)Nc1nc2ccccc2s1	-9	-20	-11	0.9	-7	-5	i	-1	·	-2
CCOc1cc(/C=C(\C#N)C(N)=O)ccc1OS(=O)(=O)c1ccccc1	0	14	-19	1.7	-1	0	-0.7	-2	-1.0	-1
Cc1cccc(OC(C)C(=O)Nc2ccc3c(c2)OCCO3)c1 (configuration not stated)	8	·	·	·	-7	-13	-4.0	·	-0.9	-2
CN(CC(=O)NCc1cccnc1)S(=O)(=O)c1ccc2c(c1)c(=O)n(C)c(=O)n2C	7	23	4	-1.4	-11	2	-0.3	0	-1.1	3
Cc1noc(C)c1CSCC(=O)N(C)CC(=O)Nc1ccccc1Cl	5	-2	-6	2.5	-8	5	-0.4	-3	0.8	0
Cc1cccc(NC(=O)CN(C)S(=O)(=O)c2cccc3cccnc23)c1C	-1	14	5	1.2	-7	13	-0.7	1	-1.4	1
Cc1ccc(S(=O)(=O)NC(CC(C)C)C(=O)NCCCn2nc(C)cc2C)cc1 (configuration not stated)	1	·	-7	2.0	1	0	i	·	-0.5	1
Nc1nc(SCc2ccc([N+](=O)[O-])cc2)c2ncn(C3OC(CO)C(O)C3O)c2n1 (configuration not stated)	14	46	1	0.0	-9	10	i	1	3.3	-3
COC(=O)c1cc2ccsc2n1CC(=O)N1CCCc2ccccc21	-10	0	6	0.8	-12	0	i	-3	7.2	-1
CCc1ccc(N2C(=O)Nc3ccc(Br)cc3C2(O)C(=O)NCCN(C)C)cc1 (configuration not stated)	9	·	7	-0.4	-7	1	i	-2	-0.5	3
CC1CN(C(=O)NCc2ccccc2)c2cc(Cl)ccc2O1 (configuration not stated)	1	5	·	-4.0	-1	-1	-1.3	-1	-0.7	-1
O=C(CN(Cc1ccco1)C(=O)CNS(=O)(=O)c1ccccc1)NC1CCCCC1	3	26	·	·	3	2	i	1	·	0
O=C(Cc1nc2ccccc2[nH]c1=O)c1ccccc1	6	5	·	·	-11	39	-0.5	4	·	-7
O=C(Nc1c(-c2cccs2)nc2ccccn12)c1ccccc1F	15	18	-4	-0.6	1	-5	-0.2	0	·	1
CCNC(=O)C1(C)CCCN(C(=O)C2(c3ccc(Cl)cc3)CCCC2)C1 (configuration not stated)	10	·	·	·	·	·	0.2	·	-0.9	3
COc1ccccc1NC(=O)CCS(=O)(=O)c1ccc2c(c1)oc(=O)n2C	-1	8	-6	-0.2	4	9	-0.4	0	-0.9	2
Cc1oc2cc(Br)c(O)c(Br)c2c1C(=O)c1ccccc1	3	2	·	4.7	5	-3	-1.0	0	1.6	-1
Cc1ccc(-n2nnc3c(=O)n(CC(=O)N4CCCC4)cnc32)cc1	-12	36	3	-0.3	3	3	-0.3	4	·	-1
CCOC(=O)c1c(NC(=O)c2cccnc2Cl)sc(C(=O)N(C)C)c1C	10	-14	-1	-0.1	-1	0	2.7	1	·	1
COc1ccc(/C=C2\SC(=S)N(CCC(=O)NC3=NCCS3)C2=O)cc1OC	7	7	4	0.0	5	-173	-0.6	-1	1.0	-6
Cc1nn(C)c(C)c1Sc1ccccc1N	-5	24	10	-1.0	0	7	i	1	·	6
CN(C)CCn1c(=O)n(C2CCCCC2)c(=O)c2c3c(sc21)CCCCC3	10	·	-5	0.6	-4	2	-0.3	·	-1.5	2
NS(=O)(=O)c1ccc(CCNC(=O)C2CCN(S(=O)(=O)c3ccc(Br)s3)CC2)cc1	-1	-5	0	-0.3	-3	3	-0.2	1	·	-2
CCOc1ccc(CSc2nc(C)cc(COC)c2C#N)cc1OCC	-9	2	1	1.7	-9	0	i	6	-0.1	-7
CCOc1cc(CNC(=O)CN2C(=O)c3ccccc3S2(=O)=O)ccc1OC	-6	-15	0	0.7	2	6	-0.5	-2	-1.2	1
S=C(NCCN1CCOCC1)Nc1cccc(Cl)c1	6	6	-4	0.6	-7	1	-1.6	-5	·	1
c1coc(CN2CCN(C(c3cccs3)c3nnnn3C3CCCC3)CC2)c1 (configuration not stated)	4	3	6	0.4	-3	-7	i	0	-3.6	-2

5 compounds picked at random from the list so far:
SMILES	GDH-TPI counter	DUSP3 inh	Rv3671c protease	Mtb UGM inh	SSB-PriA inh	MazF activator	Vc quorum ag	SARS 3CLpro inh	BioA inh	FBA Mtb inh
S=C(NCCN1CCOCC1)Nc1cccc(Cl)c1	6	6	-4	0.6	-7	1	-1.6	-5	·	1
CN(C)CCn1c(=O)n(C2CCCCC2)c(=O)c2c3c(sc21)CCCCC3	10	·	-5	0.6	-4	2	-0.3	·	-1.5	2
COc1ccccc1NC(=O)CCS(=O)(=O)c1ccc2c(c1)oc(=O)n2C	-1	8	-6	-0.2	4	9	-0.4	0	-0.9	2
Cc1ccc(-n2nnc3c(=O)n(CC(=O)N4CCCC4)cnc32)cc1	-12	36	3	-0.3	3	3	-0.3	4	·	-1
CCOc1cc(CNC(=O)CN2C(=O)c3ccccc3S2(=O)=O)ccc1OC	-6	-15	0	0.7	2	6	-0.5	-2	-1.2	1

Next section.
SMILES	GDH-TPI counter	DUSP3 inh	Rv3671c protease	Mtb UGM inh	SSB-PriA inh	MazF activator	Vc quorum ag	SARS 3CLpro inh	BioA inh	FBA Mtb inh
COc1cccc2cc(C(C)N(CCCN3CCOCC3)C(=O)Nc3ccc(Cl)cc3)oc12 (configuration not stated)	-5	15	-2	-1.1	-13	-14	-5.3	-3	3.7	1
CC(O)Cc1nsc(NC(=O)c2ccc(Br)o2)n1 (configuration not stated)	42*	9	0	-1.1	-6	5	i	2	-0.6	-1
CC(=O)c1ccc(N2CCN(C(C)C(=O)NC3CCCc4ccccc43)CC2)cc1 (configuration not stated)	28	3	0	-0.1	1	9	i	-2	·	-1
O=C(CCCOc1ccccc1)Nc1cccc(S(=O)(=O)N2CCCCCC2)c1	6	·	-13	2.1	3	-3	i	·	-3.2	2
O=C(O)c1ccc(N/N=C/c2ccc(-c3cccc(Cl)c3)o2)cc1	46*	-4	2	0.5	i	-10	-0.2	3	4.1	19
Cc1noc(C)c1/C=N/Nc1ccccn1	4	1	2	-1.9	·	-13	i	4	·	4
CCN(CC)S(=O)(=O)c1ccc(N2CCCC2)c(NC(=O)CSCc2c(C)noc2C)c1	0	·	·	·	·	4	-1.3	·	8.6	-3
COc1ccc(C2=NN(c3ccccc3)C(=O)/C2=C\c2ccc(O)c(OC)c2)cc1	16	-7	-208	-0.1	21	-14	-0.3	2	·	7
COc1cc(OC)c(OC)cc1CNC(=O)c1cc(=O)[nH]c2ccccc12	12	22	-11	-1.3	-7	5	0.0	2	-5.1	2
O=C1CC(=O)C(n2cncn2)C(c2c(F)cccc2Cl)C1 (configuration not stated)	7	-7	7	0.7	2	2	i	1	0.8	-1

Screens as filed in PubChem BioAssay.

A portion of the library. The share of hits here may be higher or lower than overall.
